Screens (PubChem)
DRD3 antagonist: antagonists of human D3 dopamine receptor | max response, negative = inhibition, % | AID 652054 | D3R cells, DiscoveRx beta-arrestin luminescence, antagonist mode; active compounds read low | hit rate 2.5% among 360,000; in the data active means max response below about -50%; inconclusive means no clear call, values can overlap the other calls; further: on the % scale 0 is the no-effect control and ±100 the full control effect; mostly tested at two doses, the higher about 12 µM
Target sequence (P35462 whole entry, looked up): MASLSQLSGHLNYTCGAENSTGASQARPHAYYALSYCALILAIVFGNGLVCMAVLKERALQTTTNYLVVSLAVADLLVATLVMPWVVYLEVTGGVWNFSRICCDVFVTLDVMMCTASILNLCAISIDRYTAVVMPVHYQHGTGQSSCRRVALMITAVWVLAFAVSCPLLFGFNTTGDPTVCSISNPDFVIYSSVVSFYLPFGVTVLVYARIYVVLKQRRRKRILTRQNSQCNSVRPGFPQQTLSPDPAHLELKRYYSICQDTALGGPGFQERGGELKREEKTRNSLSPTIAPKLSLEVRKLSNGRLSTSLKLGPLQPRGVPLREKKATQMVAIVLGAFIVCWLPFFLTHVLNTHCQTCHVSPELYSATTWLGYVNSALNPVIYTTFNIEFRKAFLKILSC
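Cells plated overnight at 1500 cells/well, then exposed to library compounds with dopamine controls for 90 minutes at 37 degrees C. DiscoveRx reagent added for 30–60 minutes at room temperature; luminescence read, quantitative HTS format.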
GLP1R ag: GLP-1 receptor (human) agonism | AID 624172 | hit rate 0.007% among 380,000 | HEK293 GLP-1R CRE-luciferase, luminescence, 4-6 h; cells express a hypersensitive GLP-1R form | Potency, µM (highest dose often 45.6 µM), inactives show at the highest dose activation, usual class: activators; further: potency means the concentration at half of the fitted maximal effect; % of control where 0% means no effect
Target sequence (P43220 whole entry, looked up): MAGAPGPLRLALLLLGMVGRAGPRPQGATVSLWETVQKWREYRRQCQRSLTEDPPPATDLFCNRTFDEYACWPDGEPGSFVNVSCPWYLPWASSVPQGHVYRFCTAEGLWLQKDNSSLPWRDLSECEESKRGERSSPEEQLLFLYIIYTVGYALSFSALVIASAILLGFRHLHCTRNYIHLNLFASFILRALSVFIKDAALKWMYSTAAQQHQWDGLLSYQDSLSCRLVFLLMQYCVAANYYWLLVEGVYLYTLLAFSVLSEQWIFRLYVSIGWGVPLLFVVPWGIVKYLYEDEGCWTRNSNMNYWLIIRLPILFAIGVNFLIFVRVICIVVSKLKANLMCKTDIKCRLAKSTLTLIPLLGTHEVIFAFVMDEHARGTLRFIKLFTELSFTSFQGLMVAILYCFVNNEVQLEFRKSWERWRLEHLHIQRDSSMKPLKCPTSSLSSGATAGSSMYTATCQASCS
GLP-1R inv ag: GLP-1 receptor (human) inverse agonism | P43220 | Potency, µM (doses to about 38.3 µM), for the others: at the top dose activity change, negative = inhibition, usual class: inhibitors | AID 624417 | hit rate 1.6% among 410,000 | HEK293 GLP-1R CRE-luciferase, luminescence, 24 h; GLP-1R form is constitutively active; further: potency means the concentration at half of the fitted maximal effect; on the % scale 0 is the no-effect control and ±100 the full control effect; nearly all actives have a fitted effect of over 55% in size
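Stable HEK293 clone (constitutively active GLP-1R + cAMP-response luciferase); 200 cells/uL plated, 12 h pre-culture, compound 24 hr, 37 deg C/5% CO2; detection reagent 12 min RT; luminescence.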
PTHR1 ag: PTHR1 (human) receptor agonism; Q03431; AID 743266; Potency, µM (highest dose often 115 µM), for inactives: top-dose activation, actives largely listed as activators; hit rate 0.075% among 410,000; HEK293 GP2 PTHR1 cells, GloSensor cAMP luminescence, 1 h; further: potency means the concentration at half of the fitted maximal effect; nearly all actives have a fitted effect of over 55% in size; some results filed as inactive show a strong effect at the top dose; inactives centre near -15; many of its hits are not listed in these tables
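HEK-293-derived GP2 cells expressing PTHR1 and a GloSensor cAMP reporter, 3,000/well, plated overnight, given luciferin plus IBMX (each 0.5 mM as added) for 1 h at 37 °C, then compound for 1 h at 37 °C. Luminescence was read after 15 min at room temperature.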
FUS yeast rescue: FUS proteinopathy suppression in yeast | S. cerevisiae FUS-expressing, growth rescue, OD600, 24 h | Potency, µM (highest dose often 76.6 µM), without a hit: at the top dose growth rescue (activation), most hits filed as activators | hit rate 0.24% among 390,000;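 further: potency means the concentration at half of the fitted maximal effect; plate controls were DMSO vehicle for no effect and reference control for full effect; nearly all actives have a fitted effect of over 55% in size; some results filed as inactive show a strong effect at the top dose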
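Toxicity suppression screen in FUS-yeast. Cells induced with 2% galactose, starting OD 0.005, treated 24hr at 30C with compounds at multiple final concentrations; growth by OD600.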
TDP43 rescue: inhibitors of TDP-43 toxicity in yeast | TDP-43 expressing yeast growth rescue, BacTiter-Glo, 24 h | Potency, µM (titrated, usually from 46.1 µM), for the others: at the top dose growth rescue (activation), usual class: activators | hit rate 1.8% among 410,000; further: potency means the concentration at half of the fitted maximal effect; % of control where 0% means no effect; nearly all actives have a fitted effect of over 50% in size
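Yeast cells expressing TDP-43 under galactose induction are exposed to compounds for 24 hr at 30 deg C. BacTiter-Glo luminescence measures growth, so protective compounds score as activators.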
Akt phos inh: inhibitors of Akt phosphorylation; AID 651550; activity change, % for hits at 50 µM; Neuro2A IGF-stimulated pAkt S473 HTRF, 20 min; active compounds read low; hit rate 0.32% among 360,000; in the data active means activity change below about -80%; inconclusive means mostly about -51% to -80%; further: on the % scale 0 is the no-effect control and ±100 the full control effect
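Neuro2A cells in DMEM with 0.5% FBS, overnight at 37 deg C, given compound at single 50 µM final, then IGF (6 nM final) for 20 min at 37 deg C. Lysed; phospho-Akt Ser473 by HTRF after 24 h, 665/615 ratio.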
aSyn rescue: inhibitors of alpha-synuclein toxicity in yeast; Yeast expressing alpha-synuclein, growth rescue, BacTiter-Glo, 24 h; Potency, µM (titrated, usually from 46.1 µM), inactives show at the top dose growth rescue (activation), most hits filed as activators; hit rate 0.14% among 370,000; further: potency means the concentration at half of the fitted maximal effect; % of control where 0% means no effect; nearly all actives have a fitted effect of over 65% in size
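Galactose-induced alpha-syn yeast (OD600=0.02, raffinose-pregrown) + pinned cpd, 24 hr, 30 deg C; growth by BacTiter-Glo luminescence. Growth restoration scores as activation.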
Abeta rescue: compounds reversing amyloid beta toxicity in yeast; yeast expressing A-beta42, growth rescue, OD600, 48 h; response scale: 0% DMSO, 100% iron-clioquinol control; Potency, µM (series often up to 46.1 µM), without a hit: at the top dose growth rescue, most hits filed as activators; hit rate 0.063% among 410,000; AID 1347071; further: potency means the concentration at half of the fitted maximal effect; nearly all actives have a fitted effect of over 55% in size
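Yeast growth medium received pinned compounds, then yeast cells expressing toxic A-beta were added; plates incubated at 30 C for 48 hr. Growth read as absorbance at 600 nm, normalized to DMSO and equimolar FeCl3 plus clioquinol controls.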
Active calls of the source: *; i = inactive; ? = inconclusive; · = not tested or not shown; [ ] = another dose, or the depositor's remark. Unless noted, the call rests on the fitted dose curve; in most records, active means well fitted curve in the direction sought with a large enough effect; inconclusive means small, poorly fitted or top-dose-only effect, or another doubt; inactive means no such curve, though single readings can be large; an effect the other way counts as inactive or inconclusive. Only part of the results is shown; the hit share may differ from the screen's.

SMILES | DRD3 antagonist | GLP1R ag | GLP-1R inv ag | PTHR1 ag | FUS yeast rescue | TDP43 rescue | Akt phos inh | aSyn rescue | Abeta rescue
CCOc1ccc(Cc2nc(-c3nonc3N)no2)cc1OCC | 15 | 0% | 13% | -42%[inhibitor] | -6% | 23% | i | -8% | 23%
Cc1cc(C)n(CCCO)c(=O)c1C#N | 2 | -9% | 0% | i | 3% | -14% | i | 0% | -12%
CCOC(=O)Cc1cc(=O)n2[nH]cc(-c3cccc(Br)c3)c2n1 | 3 | -1% | -19% | -4% | 41% | 7% | i | -9% | -7%
O=C(Nc1cccn2ncnc12)c1ccc(Cl)cc1 | 9 | -10% | 0% | 1%[57.5 µM] | 6% | 2% | i | -14% | -23%
CN(C(=O)c1ccc(Cl)c([N+](=O)[O-])c1)C1(C)CCS(=O)(=O)C1 (configuration not stated) | 8 | 1% | 10% | i | -6% | -20% | i | -1% | -3%
Cc1cccc(-n2ncc3c(Nc4c(C)cc(C)cc4C)ncnc32)c1 | · | · | 5.6µM* | ? | 45% | ? | · | · | 29%
Brc1ccc(-n2cccc2/C=N/n2cnnc2)cc1 | -11 | -2% | -1% | -8% | 14% | 5% | i | -4% | 5%
CCSc1nc2ccccc2c(OCc2ccccc2Cl)c1C(=O)OC | · | · | ? | -2% | 5% | 9% | · | · | 1%
CN(C#N)c1nc(Cl)nc(Nc2cccc(Cl)c2)n1 | -6 | -4% | 0% | -10% | · | ? | i | -6% | -15%
CCOc1ccccc1NC(=S)NNS(=O)(=O)c1c(C)cc(C)cc1C | -18 | 1% | -17% | i | · | 9% | i | 3% | 14%
COC(=O)CN1C(=O)[C@H]2[C@@H](/C=C/c3ccccc3)N3C(=O)CN(Cc4ccccc4)C(=O)[C@@]3(Cc3ccccc3)[C@H]2C1=O | -9 | -1% | 5% | 16% | 25% | -12% | i | 2% | -7%
COc1ccc2c(c1)C(=O)C(=O)N2 | -22 | 0% | 0% | -26% | · | -6% | i | -1% | -10%
COc1ccc(S(=O)(=O)NC(=O)C2(C)CCN2C(=O)CCC2CCCC2)cc1OC (configuration not stated) | 12 | -5% | -10% | i | 9% | -1% | i | 0% | -8%
NNC(=O)Cn1c(COc2ccc(Cl)cc2)nc2ccccc21 | -17 | -14% | 0% | -22% | · | 15% | i | 4% | 6%
Cc1ccc(-n2c3nc(=O)[nH]c(=O)c-3cc3c(Cl)cccc32)cc1 | · | · | -13% | -20% | -21% | -6% | · | · | -11%
COc1ccc([C@H]2C[C@@H](n3cc(-c4ccc(F)cc4)nn3)[C@H](O)CN2C(=O)c2cccs2)cc1 | -4 | -2% | ? | -17% | 33% | 21% | i | -1% | -6%
Cc1ccccc1S(=O)(=O)NC(=O)C1(C)CCN1C(=O)Cc1ccccc1Cl (configuration not stated) | -12 | -7% | -34% | -24% | 1% | 10% | · | -1% | -11%
CCc1nn(CC(=O)NC2CCN(Cc3ccccc3)CC2)c(=O)c2cc3cc(F)ccc3n12 | -10 | 3% | -2% | i | 5% | 2% | i | 0% | 1%
O=C(Nc1cccc(NC(=O)c2ccco2)c1)c1cnccn1 | 38 | 0% | 8% | i | 14% | 13µM* | i | -14% | 5%
CSCCC(NS(=O)(=O)c1ccccc1F)C(=O)NCc1cccs1 (configuration not stated) | -15 | -6% | -7% | ? | 6% | -15% | i | -5% | -4%
COCCNC(=O)c1cc2c(=O)n3cccc(C)c3nc2n1C | 2 | -5% | -20% | i | -1% | 24% | i | 7% | -6%
Cc1ccc2[nH]c(=O)c(CN(Cc3ccccc3)C(=S)NCCCN(C)C)cc2c1 | -4 | 12% | ? | i | 23% | 5% | i | -2% | 21%
COC(=O)N/N=C/c1cccc(OC(=O)c2ccc3c(c2)OCO3)c1 | 4 | 0% | -29% | -24% | 32% | 12% | i | -1% | -26%
CC(C)NS(=O)(=O)c1ccc(NC(=O)Cc2ccsc2)cc1 | -9 | ? | 15% | i | -26% | 11% | i | 0% | -7%
COCCSc1ccccc1C(=O)Nc1ccncc1 | 10 | 7% | 8% | i | -10% | -13% | i | -10% | 10%
O/N=C/c1ccc2cccc(OCc3ccccc3)c2n1 | 2 | 9% | -21% | -6% | -5% | 1% | i | -3% | 6%
O=C(Nc1ccc(F)cc1)Nc1nnc(Cc2ccccc2)s1 | 11 | -17% | -4% | i | 1% | 15% | i | 5% | 3%
C=C(C)Cn1c(Sc2nnc(C)s2)nc2c1c(=O)[nH]c(=O)n2C | -17 | 0% | 0% | i | 24% | 19% | i | 0% | 5%
CN(C(=O)COC(=O)C(Cc1ccccc1)NC(=O)c1ccccc1)c1ccccc1 (configuration not stated) | -28 | -3% | -1% | i | -2% | -7% | i | 10% | 1%
COC(=O)c1ccc(SCc2ccccc2)nc1 | 19 | 3% | -8% | -13% | -13% | 27% | i | -10% | -7%
CC(C)CC(NC(=O)C1CCCN1C(=O)[C@@H](C)NC(=O)OCc1ccccc1)C(=O)NCC(N)=O (some centres not stated) | -3 | -1% | 12% | i | 2% | 7% | i | 5% | -4%
CCN(CC)c1nc(N)c(C#N)c(CC#N)c1C#N | -11 | 7% | 68%[activator] | -1% | -6% | -13% | i | 7% | -5%
COc1ccccc1N1CCN(C2CCCN(C(=O)CCc3ccccn3)C2)CC1 (configuration not stated) | -27 | -7% | -11% | i | · | 15% | i | 4% | 8%
O=C(CCc1nnc(Cc2c[nH]c3ccccc23)o1)NC1CCCC1 | -23 | 4% | 2% | -68%[inhibitor] | 22% | -5% | i | -1% | -2%
Cc1ccc(C(=O)NCC(=O)Nc2cc(C)ccn2)cc1 | 18 | -9% | 14% | i | 17% | -10% | i | 0% | 5%
Cc1ccc(CNC(=O)CSc2nc3ccsc3c(=O)n2NC(=O)c2ccccc2)cc1 | -25 | -9% | 0% | i | 38% | 11% | i | -5% | -9%
c1ccc(Cc2nnc3sc(-c4ccccn4)nn23)cc1 | 19 | 28% | 62%[activator] | -10%[57.5 µM] | 26% | 20% | · | 0% | -14%
COCC(=O)N1C[C@H]2CON(C)[C@H]2C[C@H]1c1cccc(-c2ccccc2OC)c1 | 10 | 5% | -3% | -24% | -9% | 0% | i | 0% | 2%
Fc1ccc(-n2c(-c3ccco3)n[nH]c2=S)cc1 | 5 | -4% | 8% | 4% | 11% | -1% | i | 2% | 8%
COCCNC(=O)c1onc(CSc2cccc(C)c2)c1C(=O)O | -19 | -5% | -2% | -15% | -18% | 24% | i | -5% | -5%
COc1ccc(-c2cc3nc4c(c(N5CCC6(CC5)OCCO6)n3n2)CCC4)cc1 | 12 | 2% | 37%[activator] | -8% | 11% | ? | i | -1% | 18%
Cn1cnnc1SC(C(=O)c1ccccc1)c1ccccc1 (configuration not stated) | 0 | -6% | -17% | -15% | 18% | -5% | i | -9% | -8%
O=C(O)c1ccccc1N=Nc1c(O)[nH]c2ccc([N+](=O)[O-])cc12 | -14 | 2% | 27% | -11% | -3% | -13% | i | 4% | -2%
CCc1nc2ccccc2n1CCC(C)C | -3 | 0% | ? | -5%[57.5 µM] | 3% | 1% | i | -8% | -2%
CC(C)CNC(C)C(=O)Nc1ccc(S(N)(=O)=O)cc1 (configuration not stated) | 7 | 0% | 15% | i | -6% | 15% | i | 1% | 0%
CCC(C)NC(=O)Cn1nc(C(F)(F)F)c2c1CCC2 (configuration not stated) | 1 | -1% | -30% | i | -26% | 2% | i | 5% | 1%
CC1OC(C2CCCCC2)Cc2[nH]c(=S)[nH]c(=O)c21 (configuration not stated) | -3 | 2% | 9% | -48%[inhibitor] | -3% | 5% | i | 2% | 6%
CCCCOc1cccc(NC(=O)CSc2nncn2C)c1 | 16 | 8% | 6% | -3% | -7% | 17% | i | 2% | 0%
COc1ccc(N2CCN(C(=O)Cc3nn(C)c(=O)c4ccccc34)CC2)cc1 | 8 | -22% | 19% | -9% | -18% | -5% | i | 5% | -1%
Cc1cccc(NCC(=O)N/N=C\c2c[nH]c3ccccc23)c1 | 9 | 0% | 10µM* | -3% | 11% | -3% | i | -2% | -2%
Cn1cnc([N+](=O)[O-])c1NC(C)(C)C | 7 | 17% | -6% | i | -18% | 2% | i | -4% | -1%
CCc1c(C)sc2c1CCN(C(=O)Nc1cc(C)ccc1C)C2c1ccc(OC)cc1 (configuration not stated) | · | · | ? | i | 23% | 5% | · | · | 0%
Cc1nc(NC(=O)c2ccc([N+](=O)[O-])cc2Cl)sc1C(=O)N(C)C | 14 | -14% | 8% | i | · | 9% | i | 16% | 15%
O=C(Nc1nccs1)c1ccc(COc2ccccc2Br)o1 | 15 | 1% | ? | -32%[inhibitor] | 2% | 6% | i | -24% | 5%
CCn1c(C)c(C)c2cc(C(=O)NCCN3CCCCCC3)ccc21 | -81* | 13% | ? | i | ? | 6% | i | 0% | 1%
